High-throughput results as filed in PubChem BioAssay.
CBFb RUNX1 block = blocks binding between human CBF-beta and RUNX1 | Potency, µM (top dose mostly 59.8 µM), for inactives: top-dose activity, negative = inhibition, hits mostly inhibitors | 230,000 tested, under 10 active | Q01196+Q13951 | AID 1477 | AlphaScreen CBFb-His/RUNX1-biotin binding, biochemical; further: % of control where 0% means no effect
Target sequence (Q01196 whole entry, looked up): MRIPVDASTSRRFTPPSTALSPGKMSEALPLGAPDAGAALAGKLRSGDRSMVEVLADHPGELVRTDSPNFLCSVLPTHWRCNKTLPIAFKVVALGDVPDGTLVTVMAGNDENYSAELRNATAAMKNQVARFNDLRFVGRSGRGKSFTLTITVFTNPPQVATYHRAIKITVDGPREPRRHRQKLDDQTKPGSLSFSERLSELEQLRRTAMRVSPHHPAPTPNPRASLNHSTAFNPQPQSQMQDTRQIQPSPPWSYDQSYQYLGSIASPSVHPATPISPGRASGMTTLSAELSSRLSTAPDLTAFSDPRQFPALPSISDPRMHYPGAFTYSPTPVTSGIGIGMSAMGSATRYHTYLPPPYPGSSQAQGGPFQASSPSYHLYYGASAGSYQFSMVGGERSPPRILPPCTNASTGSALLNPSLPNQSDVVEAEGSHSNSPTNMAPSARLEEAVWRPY
Target sequence (Q13951 whole entry, looked up): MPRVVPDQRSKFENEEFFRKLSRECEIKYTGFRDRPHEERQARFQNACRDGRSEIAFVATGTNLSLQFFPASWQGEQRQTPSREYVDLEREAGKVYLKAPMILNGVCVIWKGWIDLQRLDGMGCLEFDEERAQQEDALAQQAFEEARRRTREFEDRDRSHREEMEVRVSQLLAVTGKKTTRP
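AlphaScreen proximity signal reports loss of binding between His-tagged CBF-beta and biotin-labelled RUNX1, each at 30 nM. Proteins are pre-associated for 20 minutes, compounds added for 15 minutes, then beads for 90 minutes, all at ambient temperature.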
HTT aggregate = reduces HttQ103-GFP aggregates in PC12 cells. AID 1688. 220,000 compounds, 1.1% hits. Potency, µM (doses to about 46.1 µM), for the others: at the top dose activity change, negative = inhibition, most hits filed as inhibitors. PC12 HttQ103-GFP aggregates, Acumen cytometry, 40 h; further: potency means the concentration at half of the fitted maximal effect; on the % scale 0 is the no-effect control and ±100 the full control effect; nearly all actives have a fitted effect of over 60% in size
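Huntingtin Q103 exon 1–GFP aggregates in induced PC12 cells (100 nM tebufenozide) were quantified by cytometry from lysates, with compounds dosed in titration.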
SMN2 splice enh = increases expression of the SMN2 splice variant; HEK293 SMN2-luciferase splicing reporter, luminescence, 30-36 h; Potency, µM (highest dose often 46.1 µM), inactives show at the top dose activity change, positive = activation, most hits filed as activators; 210,000 compounds, 2.8% hits; AID 1458; further: potency means the concentration at half of the fitted maximal effect; % of control where 0% means no effect; nearly all actives have a fitted effect of over 55% in size
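HEK293 cells carry an SMN2 minigene-luciferase reporter in which exon 7 inclusion puts luciferase in frame. Cells were seeded at 2000 cells/well, attached for 10-12 hours, then exposed to compounds for 30-36 hours at 37C before ONE-Glo luminescence.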
IMPase Li inh = IMPase inhibition in cells with lithium potentiation. CHO-M1 cells, IP1 TR-FRET (IP-One), carbachol + lithium. Potency, µM (highest dose often 59.4 µM), without a hit: top-dose activity, negative = IMPase inhibition, most hits filed as inhibitors. 210,000 compounds, 0.35% hits;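 further: IP1 builds up when IMPase is blocked and the TR-FRET signal falls; potency means the concentration at half of the fitted maximal effect; plate controls were basal vehicle for no effect and high inhibitor control for full effect; nearly all actives have a fitted effect of over 50% in size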
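IP1 accumulation measured by competitive TR-FRET in lysed CHO-M1 cells after 30 min compound exposure at 37C, with a small lithium addition to potentiate weak responses. Hill-equation AC50 from ratio and donor-channel data.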
Lamin A splicing = modulators of lamin A splicing. 200,000 compounds, 0.01% hits. Potency, µM (titrated, usually from 46.1 µM), for inactives: top-dose ratio change, negative = inhibition, actives largely listed as inhibitors. HeLa LMNA splicing GFP/RFP minigene ratio, 48 h. AID 1487; active means well fitted inhibition curve with a large enough effect in the signal ratio, with a control signal flat, not every such curve was filed as active; inconclusive means small, poorly fitted or top-dose-only effect, or effect the other way, or a change in a side signal; the % refers to the signal ratio; further: potency means the concentration at half of the fitted maximal effect; on the % scale 0 is the no-effect control and ±100 the full control effect
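S3 HeLa stable clones carrying a lamin A-EGFP splicing minigene plus DsRed2 were seeded at 600 cells/well in Opti-MEM with 2% FBS, pin-dosed and incubated 48 h at 37°C. Acumen cytometry (488 nm) gave the GFP/RFP total-intensity ratio.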
HTT ATP protect = cytoprotection in Huntington HTT-Q103 PC12 cell model; PC12 HTT-Q103 induced, cytoprotection, ATP luminescence, 40 h; 230,000 compounds, 0.14% hits; Potency, µM (top dose mostly 56.4 µM), for inactives: cytoprotection (ATP increase), most hits filed as activators;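 further: potency means the concentration at half of the fitted maximal effect; % of control where 0% means no effect; nearly all actives have a fitted effect of over 45% in size; toxic huntingtin expression switched on by the ecdysone agonist tebufenozide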
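Quantitative HTS on tebufenozide-induced (100 nM) PC12 cells expressing HTTQ103 exon 1–GFP; compounds tested as a concentration series; survival measured via cellular ATP.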
Luc counter = Kinase-Glo luciferase inhibition (counter-screen). Potency, µM (titrated, usually from 38.3 µM), without a hit: at the highest dose activity change, negative = inhibition, usual class: inhibitors. Q27757. Kinase-Glo luciferase, ATP luminescence, 8 min. 200,000 compounds, 0.28% hits; further: potency means the concentration at half of the fitted maximal effect; on the % scale 0 is the no-effect control and ±100 the full control effect; nearly all actives have a fitted effect of over 60% in size
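Luminescence was the read-out, taken after 8-minute incubation at ambient temperature. Luciferase turned over luciferin with 10 uM ATP in imidazole pH 7.2 buffer containing KCl, MgCl2, Tween 20 and BSA.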
* marks the source's active call; other numbers are inactive results; ? = inconclusive; nt = not tested or not shown; & = joins results of further samples; ! = not active in a repeat; [ ] = remark or other dose. Unless noted, the call rests on the fitted dose curve; in most records, active means well fitted curve in the direction sought with a large enough effect; inconclusive means small, poorly fitted or top-dose-only effect, or another doubt; inactive means no such curve, though single readings can be large; an effect the other way counts as inactive or inconclusive.

Fields: CBFb RUNX1 block, HTT aggregate, SMN2 splice enh, IMPase Li inh, Lamin A splicing, HTT ATP protect, Luc counter
1) COC(=O)Cc1[nH]nc2c1C(c1cccc(OC)c1OC)C(C#N)=C(N)O2 (stereo not given)
  -15%, ?, 0%, -22%[38.3 µM], 7%, -7%, 1%
2) CC(=O)c1c(C)[nH]c(C(=O)Nc2ccccc2N2CCOCC2)c1C
  1%, 24%, 28%, 24%, ?, -10%[10 µM], 9%
3) N=C1C(c2nc3ccccc3s2)=C(O)CN1c1ccccc1
  4%, -1%[9.22 µM], -31%[inhibitor], ?, nt, -24%[10 µM], 0%
4) COc1ccccc1N(C(=O)CNC(=O)c1ccco1)C(C(=O)NC1CCCC1)c1ccncc1 (stereo not given)
  15%, -15%, -44%[inhibitor], 6%, -9%, 20%[1.9 µM], -3%
5) COc1ccccc1OCCCCN1CCN(C(c2ccccc2)c2ccccc2)CC1
  -17%, -7%, -82%, 17%, 1%, -21%[10 µM], 2%
6) CC(C)C(=O)Nc1ccc(NC(=O)c2ccccc2Cl)nc1
  4%, -20%, nt, 20%[38.3 µM], 5%, -64%[inhibitor][10 µM], -1%
7) COc1ccccc1C(=O)Nc1ccccc1C(=O)N1C(C)CCCC1C (stereo not given)
  14%, 11%, -3%, 2%, nt, nt, -3%
8) O=C(CSc1ncnc2ccccc12)NCc1ccc2c(c1)OCO2
  1%, 17%, 11%, -6%, -13%[46 µM], -5%, 2%
9) Cc1cc(C(=O)OCC(N)=O)c(C)n1-c1ccccc1
  -10%, -6%, ?, 1%, ?, -41%[inhibitor], 1%
10) CN(C)CCN(C(=O)CCc1ccccc1)c1nc2c(F)cc(F)cc2s1
  1%, -14%, -3%, 2%, 20%[9.22 µM], ?, -1%
11) CCOc1cc(/C=C2/NC(=O)N(CC(=O)OC)C2=O)ccc1O
  7%, -4%, 6%, 10%, ?, -81%[inhibitor], 0%
12) Cc1c(C(=O)O)cccc1-c1ccc(/C=C2/NC(=O)N(c3ccccc3)C2=O)o1
  7%, 27%[9.22 µM], nt, 4%, 4%[46 µM], 28%[10 µM], 2%
13) CCSc1nc2ccccc2n1C(=O)Oc1ccccc1
  -4%, -32%, 0%, 11%, 0%, -21%[10 µM], -2%
14) Cc1cc(NCCCN)nc(-c2ccccc2O)n1
  2%, 0%, 69%, 26%[38.3 µM], 0%, -18%, -2%
15) CCCC(=O)C1=C(N2CCCC2)CC(C)(C)C(C(=O)OC)C1=O (stereo not given)
  -9%, -12%[9.22 µM], nt, nt, nt, 2%[10 µM], nt

Remaining list, next part.
Fields: CBFb RUNX1 block, HTT aggregate, SMN2 splice enh, IMPase Li inh, Lamin A splicing, HTT ATP protect, Luc counter
16) Cc1c(NC(=S)NC(=O)c2cc3ccccc3o2)c(=O)n(-c2ccccc2)n1C
  11%, 0%, -17%, -3%, 12%, nt, 0%
17) Cc1ccc(N2C(=O)CSC2c2cccnc2)c(Cl)c1 (stereo not given)
  3%, -30%[9.22 µM], nt, nt, nt, 12%[10 µM], nt
18) Cc1oc(-c2cccc(Cl)c2)nc1CN1CCC(C(=O)N2CCN(c3ccccc3F)CC2)CC1
  3%, -7%[9.22 µM], nt, -2%, nt, -8%[10 µM], nt
19) CCCC1CCC(=NNS(=O)(=O)c2ccc(C)c([N+](=O)[O-])c2)CC1 (stereo not given)
  -3%, 27%, -11%, 0%, -6%, 1%[10 µM], 0%
20) COc1c(C)cc(C(=O)C2CCCN(C(=O)c3ccc4[nH]ccc4c3)C2)cc1C (stereo not given)
  -2%, -9%[9.22 µM], nt, -2%, ?, -20%[10 µM], -1%
21) CCNS(=O)(=O)c1ccc(NC(=S)NCc2ccco2)cc1
  -6%, -13%, -3%, -5%, 8%, 33%[10 µM], 0%
22) CC(C)CC(NC=C1C(=O)OC(C)(C)OC1=O)C(=O)O (stereo not given)
  -2%, -13%, -11%, -2%[38.3 µM], 12%, -28%, -2%
23) C=CCc1c(C)nc2c(C)cccc2c1SC(=N)N
  10%, -9%[9.22 µM], nt, nt, nt, -2%[10 µM], nt
24) O=C(O)c1ccc(N2C(=O)/C(=C/C=C/c3ccccc3)SC2=S)cc1
  0%, ?, -14%, 6%, ?, 29%, 1%
25) CSc1nc2cc(S(=O)(=O)N3CCCCC3)ccc2s1
  13%, -13%[9.22 µM], -10%[9.22 µM], -3%, nt, -1%&-12%[10 µM], 1%[7.66 µM]
26) Cc1ccc(CNC(=O)Cn2cccc2C(=O)c2ccccc2)cc1
  -5%, 22%, -4%, -14%[38.3 µM], 12%, 3%, 0%
27) Cc1cccc(NS(=O)(=O)c2ccc3c(c2)NC(=O)CC(=O)N3)c1
  -10%, 3%, -6%, 3%, 9%[46 µM], -18%[10 µM], 5%
28) Cc1ccc(-c2nc3sc4c(c3c(=O)n2N)CCCC4)cc1
  8%, ?, 11µM*, 27%[38.3 µM], ?, -43%[inhibitor], -4%
29) Cc1nn(Cc2ccc(Cl)cc2)c(C)c1NC(=O)c1c(-c2ccccc2)noc1C
  -1%, -27%, -15%, 5%, -14%, -4%[10 µM], 1%
30) COc1cccc(CCc2nnc(CCC(=O)NCCc3cccc(C)n3)o2)c1
  1%, 19%[9.22 µM], nt, -2%, 4%[46 µM], 26%[10 µM], -2%

(continued)
Fields: CBFb RUNX1 block, HTT aggregate, SMN2 splice enh, IMPase Li inh, Lamin A splicing, HTT ATP protect, Luc counter
31) COc1ccc(CNC(=O)C2CCCN2C(=O)NC2CCCCC2)cc1 (stereo not given)
  -2%, 0%, 1%, -13%[38.3 µM], 7%, -17%, -4%
32) N#CCCN(Cc1cccnc1)C(=O)Nc1cccc(Cl)c1
  9%, 19%, -7%, -9%[38.3 µM], 2%, -17%, -4%
33) O=C(NCCCN1CCOCC1)c1cc(C(=O)C2CC2)c[nH]1
  -7%, -20%, 1%, 7%[38.3 µM], 17%, -4%, -1%
34) CCOc1ccc(OCC)c(NC(=O)CSCCc2ccccn2)c1
  1%, 1%, nt, 15%, nt, -30%, nt
35) COc1ccc(NC(=O)CC2SC(=Nc3ccccc3)NC2=O)c(OC)c1 (stereo not given)
  2%, 1%, -9%, 16%[38.3 µM], -13%, 6%, 1%
36) Nc1nc(NC(=O)Cc2ccccc2)nn1-c1ccccc1
  1%, 4%, 2%, 4%[38.3 µM], 7%, 3%[10 µM], 2%
37) COc1ccc2c(c1)CCCN2C(N)=O
  2%, 19%, 23%, -4%[38.3 µM], -5%, -1%[0.074 µM], -2%
38) CSc1nncn1/N=C/c1ccccc1F
  -2%, 9%[9.22 µM], -5%, 23%[38.3 µM], 16%, -6%, 6%
39) COCC(C)n1c(SCC(=O)NCCC2=CCCCC2)nc2ccccc2c1=O (stereo not given)
  0%, -17%, 10%, 18%[38.3 µM], 4%, 9%, -3%
40) CCC(C)C(NC(=O)OC(C)(C)C)C(=O)NC(C(=O)NC(C)C(N)=O)C(C)C (stereo not given)
  7%, -22%[9.22 µM], nt, 10%, -1%[46 µM], -8%[10 µM], 0%
41) O=C1CNC(=O)/C(=C/c2ccco2)N1
  -5%, 1%, 3%, 5%, 10%[46 µM], ?, 0%
42) Cn1c(=O)oc2cc(S(=O)(=O)N3CCCC(C(=O)Nc4nccs4)C3)ccc21 (stereo not given)
  -1%, -15%, -46%[inhibitor], 5%[38.3 µM], ?, -20%, 0%
43) COc1cc(CC(=O)OCC(=O)N2CC(=O)Nc3ccccc32)cc(OC)c1OC
  7%, -8%, 12%, 1%, nt, -11%, -1%
44) O=C1Cc2c([nH]c3ccc(Br)cc23)-c2ccccc2N1
  7%, nt, 11µM*, 6%&-2%&2%, ?, 16µM*!, -3%&0%
45) Cn1c(=O)c2c(nc(CN3CCN(C(=O)c4ccco4)CC3)n2Cc2cccc(Cl)c2)n(C)c1=O
  5%, 10%, -2%, 5%[38.3 µM], ?, -9%, -6%

New compounds follow
Fields: CBFb RUNX1 block, HTT aggregate, SMN2 splice enh, IMPase Li inh, Lamin A splicing, HTT ATP protect, Luc counter
46) COc1ccc(CC(=O)N/N=C/c2ccc(-c3ccc(F)cc3)o2)cc1OC
  -2%, -16%[9.22 µM], nt, nt, nt, -11%[10 µM], nt
47) COC(=O)c1cc(NS(=O)(=O)c2cccc(Cl)c2)ccc1N1CCOCC1
  -5%, 31%[9.22 µM], nt, nt, nt, 3%[10 µM], nt
48) CCCCCCN=CC1=C(O)CC(C)(C)CC1=O
  17%, 16%, 8%, 10%[38.3 µM], ?, 8%[0.074 µM], -7%
49) CS(=O)(=O)Nc1nc2n(n1)C(c1ccccc1)CC(c1ccccc1)N2 (stereo not given)
  11%, 16%[9.22 µM], nt, nt, nt, 29%[10 µM], nt
50) c1csc(-c2nn3c(Cn4cnc5ccccc54)nnc3s2)c1
  6%, 0%, -6%, 19%[38.3 µM], -14%, -13%[0.074 µM], 5%
51) N#CCCN(C(=O)CSc1ccc2c(c1)OCCO2)c1ccc(F)cc1
  -2%, -2%[9.22 µM], -43%, 2%[38.3 µM], 10%, 7%, -2%
52) O=C(NCCNS(=O)(=O)c1ccccc1)N1CCOCC1
  3%, -13%, -5%, -6%[38.3 µM], 8%, -1%, 5%
53) CCNC(=O)CCSc1nc2cc(Cl)ccc2o1
  13%, -12%, -7%, 12%, 8%, 12%[1.9 µM], 0%
54) Cc1ccc(C)c(NC(=O)c2c(Cl)nc3ccccn23)c1
  -1%, -8%, -8%, 3%, -21%[46 µM], -44%[inhibitor], 0%
55) Cc1ccc(CNC(=O)C2CCCN(S(=O)(=O)c3c(C)noc3/C=C/N(C)C)C2)cc1 (stereo not given)
  -10%, -1%[9.22 µM], nt, nt, nt, -18%[10 µM], nt
56) CC(C)NC(C(=O)Nc1cc(Cl)cc(Cl)c1)c1ccccc1 (stereo not given)
  7%, 2%, ?, 25%[38.3 µM], -5%, 5%, -4%
57) CCC(c1nnnn1C1CCCC1)N(Cc1cccs1)Cc1cc2cc(C)ccc2[nH]c1=O (stereo not given)
  -3%, -31%, -6%, 37%[38.3 µM], -3%, -3%, 6%
58) CCCCc1sc(-c2c(C#N)c(N)nc3c2CCCCC3)cc1[N+](=O)[O-]
  -10%, -21%, -20%, 18%[38.3 µM], ?, -5%, -1%
